# WT yeast gro inh – growth inhibition of WT strain, primary screen, mitochondrial fusion inhibitor project, WT and mutant strains, chemical genetic; AID 1362, 2008; inhibition, % at 10 µM; mitochondrial fusion phenotypic screen; actives 2.1% (n = 190,000); in the data active = inhibition above about 58%; tested in S. cerevisiae
# Ins promoter up – insulin promoter activators in MIN6 cells, imaging, high-content screening, mouse beta cells. z-score at 5 µM. AID 1625, 2009. actives 0.3% (n = 190,000). MIN6 insulin promoter-GFP reporter; active compounds read high;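 active = z-score above 3 at 5 µM with at least 500 cells counted in the well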
# ER stress rescue – rescue of cells from ER stress-induced death, primary screen, 384-well, CSM14.1, thapsigargin, ATP luminescence (AID 1222). one-dose cellular ATP content (survival), % at 20 µM; EC50 in µM for titrated hits. CSM14.1 thapsigargin-induced death rescue, ATP luminescence; higher % means a stronger effect. 190,000 tested, under 10 active;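 active = EC50 below 50 µM in the dose-response confirmation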;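 also: death triggered by thapsigargin at about 15 µM added after 2 h compound pretreatment; cell ATP read after overnight thapsigargin exposure of roughly 18 to 22 hours; normalized against plate controls of thapsigargin alone and 5% DMSO vehicle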
# Autophagy HCS – autophagy modulators in MEF cells, primary screen, imaging, high-content, MEF GFP-LC3. MEF GFP-LC3 puncta imaging; test concentration mostly 10 µM. calls only at 10 µM (by protocol). actives 0.98% (n = 190,000). AID 463193, 2010;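 active = percentage of spot-positive cells more than 3 SD above its plate mean, without a fluorescence outlier flag or 80% toxicity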;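 also: spot-positive cell cutoff set from DMSO-treated cells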
# Hep lipid drop – inhibitors of hepatocyte lipid droplet formation, primary screen, imaging, high-throughput imaging, BODIPY stain | AML12 mouse hepatocytes, oleate lipid droplets | inhibition, % at 6.5 µM | actives 0.4% (n = 240,000) | AID 1656, 2009;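 active = lipid droplet intensity inhibited by at least 50%, with more than 500 cells counted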
#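 Assay system: AML12 mouse liver cells | Compound dosing: One dose, 6.5 µM compound | Read-out basis: Droplet intensity reduction, % inhibition | Measured by: Fluorescence imaging, 20x objective, two fields per well | Schedule: Overnight treatment with compound plus oleate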
# MT stabilize HCS – microtubule stabilizers in HeLa cells, primary screen, imaging, high-content imaging. actives 0.83% (n = 200,000). HeLa tubulin immunostaining HCS, 24 h; share of cells brighter than vehicle mean+2SD. % tubulin-high responders, % at 10 µM. AID 2205, 2009;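 active = plate Z-score above 3 for both tubulin-high and condensed-nucleus cell shares, with cell loss under 80%, at 10 µM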;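 also: anti alpha tubulin signal scored within the nucleus-defined area of each cell; some results filed as inactive read as strong as hits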
# XIAP displacement – XIAP antagonists, biochemical, IAP family, fluorescence polarization (AID 1018); displacement, % at 20 µM; hits with a dose series show IC50 in µM; actives 0.007% (n = 200,000); E3 ubiquitin-protein ligase XIAP (Homo sapiens); XIAP BIR domain, fluorescence polarization peptide displacement; higher % means a stronger effect; in the data active = displacement above about 50%; also: a part of the inactive calls stands beside numbers as strong as those of hits
# bCat nuc transl – modulators of beta-catenin nuclear translocation, primary screen, imaging, HeLa cells, immunofluorescence, high-content; nuclear translocation activity, % at 5 µM; actives 0.3% (n = 190,000);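 active = nuclear translocation activity above 50% at 5 µM, with a well cell count of 50 or more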;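 also: per-cell ratio of nuclear to cytoplasmic median beta-catenin stain intensity; plate controls were DMSO negative control for no effect and GSK-3 inhibitor IX positive control for full effect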
#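 System: Human HeLa cells, endogenous beta-catenin | Compound dosing: 5 µM primary, 0.02–20 µM confirmation | Timing: 24 h compound exposure at 37°C, 5% CO2 | Measured by: Fluorescence imaging of beta-catenin antibody stain plus DAPI | Read-out basis: % activation of per-cell nuclear versus cytoplasmic median beta-catenin signal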
# Dynein transport – inhibitors of GR-EGFP nuclear translocation, primary screen, dynein cargo transport inhibitor project, imaging, high-content, 3617.4 mouse cells; test concentration mostly 20 µM; stimulated with dexamethasone, 1 µM; active compounds read low; z-score, hits read low; actives 0.47% (n = 220,000); AID 1381, 2008;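 active = plate z-score of nuclear minus cytoplasmic receptor signal below a set negative limit, without overly bright fluorescence or cell loss, cut at about -3.5 in these data, passing the limit was not always enough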;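 also: z-score of nuclear minus cytoplasmic ring GR-EGFP intensity difference per well; some compounds called inactive have numbers as strong as hits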
#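 Schedule: 48 h induction, then 1 h compound, then 30 min agonist, 37 °C. Buffer or medium: tetracycline-free induction medium containing charcoal-stripped FBS. Reagent: 1.0 µM final dexamethasone stimulus. Evaluation: nuclear versus cytoplasmic GR-EGFP signal, averaged per well. Signal: high-content fluorescence imaging after fixation.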
# WT yeast gro inh mutant strain – second read-out of WT yeast gro inh, no call of its own (marks repeat the call); inhibition, %; mitochondrial fusion phenotypic screen, mutant strain inhibition
# Dynein transport cytoplasmic EGFP – second read-out of Dynein transport, no call of its own (marks repeat the call); z-score; measured here: cytoplasmic GR-EGFP intensity; active compounds read high
# Dynein transport nuclear GR-EGFP – further read-out of Dynein transport, marked with its call; z-score; measured here: nuclear GR-EGFP intensity;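 lower value marks the stronger effect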
# Dynein transport cell count – recorded beside Dynein transport, whose call it bears; z-score; measured here: cell count per field
# Ins promoter up cell count – recorded beside Ins promoter up, whose call it bears; cell count; measured here: cytotoxicity, nuclei count;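 total cells summed across four imaged fields per well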
# Hep lipid drop cells 6.5 µM – also measured in Hep lipid drop; calls as there; cell count; measured here: cell count, cytotoxicity flag;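 cells counted across two imaged fields per well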
# bCat nuc transl cell count 5 µM – further read-out of bCat nuc transl, marked with its call; cell count; measured here: cell count, cytotoxicity flag
# MT stabilize HCS Hoechst-high % – second read-out of MT stabilize HCS, no call of its own (marks repeat the call); % Hoechst-high responders; measured here: nuclear condensation Hoechst responders;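 share of cells brighter than vehicle mean plus two SD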
# MT stabilize HCS cytotoxicity % – recorded beside MT stabilize HCS, whose call it bears; toxicity, %; measured here: cytotoxicity by cell density;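 0% = mean cell density of plate MIN control wells and 100% = no cells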
# Autophagy HCS cell loss 18 h – second read-out of Autophagy HCS, no call of its own (marks repeat the call); toxicity, %; measured here: cell loss, nuclei count;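 cell loss after 18 h compound exposure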
# * hit, by the source's call; i = inactive; x = not tested or not shown; + = active, no number.
smiles	WT yeast gro inh	WT yeast gro inh mutant strain	Ins promoter up	Ins promoter up cell count	ER stress rescue	Autophagy HCS	Autophagy HCS cell loss 18 h	Hep lipid drop	Hep lipid drop cells 6.5 µM	MT stabilize HCS	MT stabilize HCS Hoechst-high %	MT stabilize HCS cytotoxicity %	XIAP displacement	bCat nuc transl	bCat nuc transl cell count 5 µM	Dynein transport	Dynein transport cytoplasmic EGFP	Dynein transport nuclear GR-EGFP	Dynein transport cell count
CCN1c2ccccc2NC2C1C(C(C)=O)C(=O)N2c1ccc(Cl)cc1 (stereo not drawn)	16.3	19.7	x	x	5.9%	+	17.6*	x	x	3.4	1.5	6.8	8.7%	-3.3	978	-1.11	1.84	-0.328	0.278
Cc1ccc(Nc2nc(N)nc(CSc3nc4ccccc4s3)n2)cc1	86.3*	12.5*	x	x	5.6%	i	0.7	x	x	1.8	1.8	5.3	-3.7%	x	x	-0.0772	-0.202	-0.383	-0.25
O=C(NCCO)C1(c2ccc(Cl)cc2)CCCC1	4.6	4.2	-0.2	921	-0.8%	i	26.6	-0.4	774	0.9	1.4	9.6	0.0%	-3.7	1182	0.764	-0.0705	0.873	-1.06
Cc1ccc2cc(CCNC(=O)c3ccco3)c(=O)[nH]c2c1	3.6	10.0	0.06	1080	0.7%	i	-5.5	14.5	737	4.7	1.6	1.4	-8.0%	-2.0	1161	-1.02	-0.182	-0.688	0.922
CC(C)(C)NC(=O)c1ccc(Sc2ccccc2)c([N+](=O)[O-])c1	26.3	12.8	-0.72	1830	-1.2%	i	7.9	0.1	646	1.2	1.8	9.2	-2.6%	0.3	1021	0.0503	-0.226	-0.484	0.774
Cc1ccc(S(=O)(=O)NCCC(=O)Nc2nnc(C3CC3)s2)cc1C	-2.6	3.4	x	x	-1.0%	i	-6.9	5.9	782	5.5	2.9	1.8	-0.6%	-6.8	1443	1.99	-0.259	1	-1.32
COc1cc(/C=N/O)ccc1OCc1ccccc1Cl	-3.8	-0.1	0.05	1545	-0.8%	i	10.1	-1.1	692	2.4	1.3	2.7	-11.2%	2.8	875	-0.0423	-0.11	0.199	0.167
COc1ccc(/C=N/N=C2/SCC(=O)N2Cc2ccccc2)cc1	x	x	-0.03	1010	x	x	x	-1.3	678	x	x	x	x	0.2	1328	0.0915	-0.0636	-0.0367	0.219
Cc1cc(S(=O)(=O)Nc2ccc3ccccc3c2)c(C)s1	32.1	7.6	0.15	806	0.2%	i	26.7	-15.5	762	31.8	3.3	76.7	-6.0%	0.6	1204	0.308	-0.201	0.138	-0.432
COC(=O)c1cnc(Oc2ccc(NC(=O)NC(=O)c3c(F)cccc3Cl)cc2)cc1C(F)(F)F	x	x	0.49	898	x	x	x	-16.4	756	x	x	x	x	-4.0	1147	1.49	-0.181	0.977	-1.14
CC1C/C(=N/NC(=O)c2ccc(CSc3nc4ccccc4[nH]3)cc2)CC(C)(C)C1 (stereo not drawn)	-15.3	15.9	-0.03	1309	-3.2%	i	5.2	-9.5	595	2.8	2.8	4.6	-3.8%	x	x	-0.482	-0.267	-0.572	0.742
O=C(Cc1c(F)cccc1Cl)NCCN1CCOCC1	0.4	-11.6	0.14	1488	0.0%	i	-4.8	0.4	737	1.9	1.9	12.7	-5.1%	-2.1	1084	3.13	-0.208	2.11	-1.11
O=C(c1ccc(Cl)cc1)N1CCCCC(Sc2nnc(-c3ccc4c(c3)OCO4)o2)C1=O (stereo not drawn)	20.6	6.3	-0.51	1198	-2.8%	i	-1.5	-3.4	712	2.4	2.0	11.2	-4.6%	-1.5	1295	-0.646	-0.221	-0.0574	1.08
COC(=O)c1ccccc1NC(=O)c1cnc2sccn2c1=O	-8.6	-4.3	0.44	1085	0.4%	i	4.6	x	x	2.0	0.9	11.5	-8.9%	-2.7	952	0.149	0.336	0.894	-0.613
CCOC(=O)c1c(-c2cccs2)csc1NC(=O)C(C)(C)C	59.7*	-1.7*	0.33	780	-3.1%	i	1.3	-1.6	768	0.9	0.9	0.9	-7.8%	-5.1	1162	0.86	-0.271	0.467	0.159
Cc1cc(NCc2ccccn2)n2nc(C)c(-c3ccccc3)c2n1	x	x	-2.16	853	x	x	x	-8.1	734	x	x	x	x	-2.3	1217	0.285	-0.282	0.0822	-0.0416
Cn1c(C(=O)NCCCN2CCN(c3cccc(Cl)c3)CC2)cc2c(=O)n(C)c3ccccc3c21	-0.8	-7.8	0.91	1716	x	i	2.9	-2.7	644	8.9	9.0	18.1	-4.4%	-1.4	1097	0.794	-0.176	0.558	0.127
COc1ccc(CCNC(=O)COC(=O)Cn2cnc3ccccc32)cc1OC	-17.8	14.2	0.35	1233	-1.1%	i	11.1	17.3	740	8.6	2.4	10.9	-5.2%	-1.4	1068	-0.0508	-0.358	0.274	0.495
COc1cc(/C=C2\C(=O)ON=C2c2ccccc2)cc(OC)c1OC	1.9	4.5	-0.44	1451	1.7%	i	3.1	x	x	2.1	2.3	7.4	-1.1%	-0.5	1153	-2.01	-0.121	-0.848	0.939
CCc1nn(-c2cc(Oc3ccccc3)nc(-c3ccccc3)n2)c(N)c1C#N	-3.5	1.3	x	x	-1.6%	i	-0.9	10.0	743	3.2	2.2	1.0	-8.7%	0.1	1189	-0.405	-0.284	-0.24	0.789
Cc1cc(C)cc(NS(=O)(=O)c2ccc(NC(=S)NC(=O)c3ccc(Br)o3)cc2)c1	47.5	14.8	-1.73	837	-3.8%	i	0.0	31.8	731	2.0	0.5	5.6	-5.2%	-2.8	1030	-0.556	-0.238	-0.239	1.41
CC(=O)N1CCc2cc(S(=O)(=O)Nc3ccccc3N3CCN(C)CC3)ccc21	17.0	6.9	-1.28	810	-0.5%	i	11.0	x	x	2.2	3.7	3.6	-6.3%	x	x	1.25	-0.0225	0.906	-0.702
CC1Cc2ccccc2N1C(=O)CCn1c(=O)oc2ccccc21 (stereo not drawn)	-5.0	-7.1	x	x	-2.0%	i	5.3	-4.4	529	4.5	2.4	4.7	-8.0%	1.0	1149	0.463	-0.0525	0.53	-0.527
COc1ccc(-c2nc(CSCC(=O)NC3CCCc4ccccc43)c(C)o2)cc1 (stereo not drawn)	53.8	10.0	-0.33	1089	1.8%	i	-3.1	x	x	3.1	2.6	11.1	-4.9%	x	x	-0.143	-0.229	-0.0777	0.55
COc1ccc(NC(=O)CC(C)C)c([N+](=O)[O-])c1	3.2	7.4	0.23	1634	-1.1%	i	-1.3	x	x	1.4	2.0	6.5	-1.5%	0.1	1379	0.877	-0.19	0.189	-0.457
CN1CCN(Cc2nc(-c3cccs3)no2)CC1c1ccccc1 (stereo not drawn)	10.2	0.8	-0.82	1359	-0.5%	i	14.9	-12.1	738	3.1	2.0	6.0	-5.7%	2.4	1057	-0.248	-0.31	-0.323	0.879
O=C(NC1CCCCC1)NC1CC2CCC(C1)N2C(=O)NC1CCCCC1 (stereo not drawn)	-8.2	6.5	-0.62	1378	0.6%	i	-5.0	x	x	3.2	3.3	5.6	-5.4%	-1.4	910	-0.968	-0.0903	-0.12	-0.372
N#Cc1nc(Cc2ccccc2)oc1NCc1cccnc1	2.4	-7.8	-0.07	1117	6.2%	i	28.9	-1.5	774	3.3	3.1	3.8	-0.7%	-0.4	1344	-0.91	-0.259	-0.592	1.08
CNC(=O)c1sccc1-n1cccc1	-15.4	8.5	0.27	955	-0.9%	i	0.9	2.7	750	0.7	1.0	3.7	-9.6%	x	x	0.288	-0.228	0.367	0.674
Cc1cc2cc3c(N)[nH]nc3nc2cc1C	2.1	-4.2	x	x	1.3%	i	-23.5	x	x	3.1	2.5	7.0	-5.7%	x	x	-0.438	-0.251	-0.769	1.6
Cc1ccc(NC(=O)CCc2ccc(S(=O)(=O)NC3CCCCC3)cc2)cc1	3.2	-0.6	-0.77	1434	-0.5%	i	2.9	x	x	3.1	2.1	11.5	-0.6%	-1.2	1303	-0.196	-0.163	0.0203	0.109
Nc1ccc2nc[nH]c2c1	9.1	-8.7	-1.38	1232	0.1%	i	15.5	18.2	688	3.5	1.1	3.1	-7.6%	0.5	1005	-0.00461	-0.239	0.0411	0.686

# An unsorted share of the library; overall some 4% were active at least once.
